Avidin bead fluor: avidin bead compound fluorescence profile; Avidin beads, compound fluorescence 488/530 nm, flow cytometry; active compounds read high; fluorescence (KMESF) at 10 µM; hit rate 0.38% among 220,000; AID 1775; in the data active means fluorescence above about 47; further: inactives centre near 10
Mcl1-Noxa inh: disrupts binding of human Mcl-1 to Noxa peptide | AID 1022 | Q07820 | TR-FRET Mcl-1/Noxa peptide binding, 2 h | inhibition, % at 21.7 µM | hit rate 1.5% among 220,000;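 active means compounds that cut the protein-peptide binding signal by more than 50% relative to plate controls in a single-dose test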;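 further: His-tagged Mcl-1 with rhodamine Noxa BH3 peptide and terbium anti-His antibody; 0% = Mcl-1 plus Noxa peptide wells and 100% = peptide-only wells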
Target sequence (Q07820 whole entry, looked up): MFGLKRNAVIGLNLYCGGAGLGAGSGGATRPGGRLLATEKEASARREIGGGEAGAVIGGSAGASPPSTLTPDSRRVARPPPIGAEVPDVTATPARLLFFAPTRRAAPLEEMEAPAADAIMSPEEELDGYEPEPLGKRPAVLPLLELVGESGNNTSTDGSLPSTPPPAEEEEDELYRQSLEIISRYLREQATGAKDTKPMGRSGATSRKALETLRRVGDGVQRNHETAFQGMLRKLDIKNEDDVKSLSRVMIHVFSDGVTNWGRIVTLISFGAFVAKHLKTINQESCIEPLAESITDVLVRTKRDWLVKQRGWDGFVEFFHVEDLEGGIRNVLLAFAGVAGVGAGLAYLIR
Numbers without * were called inactive; · = no result given. Some of the compounds tested; rates above refer to the full screens.

SMILES	Avidin bead fluor	Mcl1-Noxa inh
O=C(Nc1ccccc1Cl)Oc1ccc2ccccc2c1	·	-5
CCCOc1ccc(-c2nc(-c3ccc(N)cc3)cs2)cc1	·	-3
CCOC(=O)/C(=N\Nc1ccc(Br)cc1)N1CC(C)OC(C)C1 (centres undefined)	·	3
S=c1[nH]nc(-c2cccc(Cl)c2)n1/N=C/c1ccco1	6	35
Cc1ccc(N=Nc2c(O)c3ccccc3[nH]c2=O)c(S(=O)(=O)N(C)C)c1	7	0
NC(C(=O)O)C(c1ccccc1)C(F)F (centres undefined)	8	14
Cc1cc2nc(CS)[nH]c2cc1C	8	-87
COc1ccc(/C=C/c2ccccc2)cc1[C@H]1[C@H]2C=CC[C@@H](C)[C@@H]2C(=O)N1Cc1ccccc1	8	-21
O=C(O)C1CCC(=O)N1C(=O)OCc1ccccc1 (centres undefined)	5	10
O=Cc1c[nH]c2ncccc12	8	6
O=C(c1ccoc1)N1CCC2(CC1)Oc1ccc(F)cc1C(=O)C21CC(c2ccc(Cl)cc2)=NO1 (centres undefined)	10	16
CC(CN(C)C)CN1c2ccccc2CCc2ccccc21 (centres undefined)	9	9
CCOc1ccc(/C=C2\SC(=O)N(c3ccc(O)cc3)C2=O)cc1OC	8	-45
CCC1=C2CC[C@H]3C(=O)N(CC(=O)OC)C(=O)[C@H]3[C@H]2[C@@]2(C)C(=NCC(=O)OC)OC(=O)N2C1=O	15	4
Cc1ccc(C(=O)NCCc2ccccn2)cc1S(=O)(=O)N1CCOCC1	8	-18
CCCCc1c(O)cc(C)[nH]c1=O	4	-15
CCN1CCCCC(=N/O)/C(=N/O)CCCC1	7	-4
C/C(=N\O)c1ccc(Cl)c(Cl)c1	9	6
Cc1ccc(C(=O)C2=C(O)C(=O)N(c3ncccn3)C2c2ccc(Br)cc2)o1 (centres undefined)	14	-10
S=c1[nH]ccn1-c1c(Cl)cccc1Cl	7	2
COc1ccc(-c2cccc(C3CC=CC4C3C(=O)N(Cc3ccccc3)C4c3cc(C)ccc3F)c2)cc1 (centres undefined)	10	-18
CNc1cc([N+](=O)[O-])ccc1OCc1ccccc1	9	7
COc1cc(NC(=O)CSCC(=O)Nc2cc(OC)cc(OC)c2)cc(OC)c1	8	6
O=c1cc2oc3cc(O)c(O)cc3c(-c3ccccc3O)c-2cc1O	2	50
Cc1ccc2c(c1)C(=O)CC1(CCCCCC1)O2	9	1
CC1Cc2nc(SCC(N)=O)n(Cc3ccccc3)c(=O)c2S1 (centres undefined)	8	14
CC(C)COc1ncnc2c1sc1nc3c(cc12)COC(C)(C)C3	75*	1
NC(N)=Nc1cc2ccccc2c2ccccc12	5	19
CC(=O)N1C=Cc2c(c(C)c3c([nH]c4ccccc43)c2C)C1	8	-3
COc1ccc(-n2c(=S)[nH]c3sc4c(c3c2=O)CCN(C)C4)cc1	9	-18
CCC(CNc1cc(OC)cc2cccnc12)NC1CCCCC1 (centres undefined)	7	24
O=C1C2C(c3cccc(/C=C/c4ccccc4)c3)CC=CC2C(c2ccc(C(F)(F)F)cc2)N1Cc1ccccc1 (centres undefined)	6	15
Cc1c(-c2ccc(O)cc2)nc2nc(-c3ccccc3)c(-c3ccccc3)nn12	10	20
CC1=NN(c2ccccc2)C(=O)C1N=Nc1ccc(S(N)(=O)=O)cc1 (centres undefined)	6	-11
COC(=O)c1ccc(C23CC4(C2)[C@H](CN(CC2CCCCC2)[C@@H]4c2ccccc2)C3c2ccc(C(F)(F)F)cc2)cc1 (some centres undefined)	7	-12
CC(=O)Nc1cccc(Oc2ncccc2[N+](=O)[O-])c1	5	-2
COc1ccc(-c2ccc([C@H]3[C@H]4C=CC[C@@H](C)[C@@H]4C(=O)N3Cc3ccccc3)c(F)c2)cc1	10	-8
Nc1nc(O)c(CC(=O)O)s1	4	3
O=C1c2cc(F)ccc2OC2(CCNCC2)C12CC(c1ccccc1)=NO2 (centres undefined)	18	-5
CCC(C)NC(=S)Nc1ccccc1 (centres undefined)	7	2
CC(O)[C@H]1CNC(=O)C(=O)N1CCc1cccc2ccccc12 (some centres undefined)	10	-7
Cc1nc(Nc2ccc(O)cc2)c2c3c(sc2n1)CCCC3	8	20
NC(=O)CC(NC(=O)Cc1ccc(Br)cc1)c1ccc(NCc2ccccn2)c([N+](=O)[O-])c1 (centres undefined)	9	7
CC[C@H](C)/C=C(C)/C=C/C(=O)Cc1cc(O)c(C)c(O)c1C=O	7	18
Oc1ccc(N=Nc2nccs2)c(O)c1	-2	-33
COc1ccc(-c2cccc(C3CC=CC4C3C(=O)N(Cc3ccccc3)C4c3ccc(OC)c(Cl)c3)c2)cc1 (centres undefined)	7	0
CCOC(=O)/C=C/c1nc(C(=O)OCC)c(C)c(=O)[nH]1	3	3
C=CCCN(C(CC(C)C)C(=O)OC)S(=O)(=O)c1cc(Br)ccc1Br (centres undefined)	13	-5
FC(F)(F)c1ccc(CN2C[C@@H]3C(c4ccccc4)C4(c5ccccc5)CC3(C4)[C@H]2c2ccccc2)cc1 (some centres undefined)	9	-16
COc1ccc(NC(=O)c2nc[nH]c2C(=O)N[C@H](C)c2ccccc2)cc1	10	-67

Fetched by structure from the list above:
SMILES	Avidin bead fluor	Mcl1-Noxa inh
C=CCCN(C(CC(C)C)C(=O)OC)S(=O)(=O)c1cc(Br)ccc1Br (centres undefined)	13	-5
Oc1ccc(N=Nc2nccs2)c(O)c1	-2	-33
CC(O)[C@H]1CNC(=O)C(=O)N1CCc1cccc2ccccc12 (some centres undefined)	10	-7

New compounds follow
SMILES	Avidin bead fluor	Mcl1-Noxa inh
N#Cc1ccc(C23CC4(C2)[C@H](CN(Cc2ccc(-c5ccccc5)cc2)[C@@H]4c2ccccc2)C3c2ccc(Cl)nc2)cc1 (some centres undefined)	8	-7
O=C(Nc1cccc([N+](=O)[O-])c1)c1ccc2ccccc2c1O	3	31
O=C(O)c1ccc(OCCOc2ccccc2)cc1	5	16
CC1(c2nnc(-c3ccc(F)cc3)o2)CC(c2ccc([N+](=O)[O-])cc2)=NO1 (centres undefined)	8	1
CCCCCC(=O)Nc1cccc(C2=NOC3(C2)C[C@H](C(N)=O)N(C(=O)CC)C3)c1 (some centres undefined)	10	-12
Cc1cc(C)c2c(SC(C)C)nc(N)nc2n1	10	-2
COc1ccc(-c2cccc(C3CC=CC4C3C(=O)N(Cc3ccccc3)C4c3ccc(C(F)(F)F)cc3)c2)cc1 (centres undefined)	8	-9
COC(=O)c1ccc(C23CC4(C2)[C@H](CN(Cc2cccnc2)[C@@H]4c2ccccc2)C3c2ccccc2)cc1 (some centres undefined)	7	-5
C[n+]1nc(Nc2ccccc2)sc1-c1ccc(C(=O)O)cc1	9	25
Nc1o[nH]c(=O)c1Cc1ccccc1	8	-22

Exported field by field: part of the list above
structure: CCC1=C2CC[C@H]3C(=O)N(CC(=O)OC)C(=O)[C@H]3[C@H]2[C@@]2(C)C(=NCC(=O)OC)OC(=O)N2C1=O
  Avidin bead fluor: 15; Mcl1-Noxa inh: 4

structure: Cc1ccc(C(=O)NCCc2ccccn2)cc1S(=O)(=O)N1CCOCC1
  Avidin bead fluor: 8; Mcl1-Noxa inh: -18

More structures.
SMILES	Avidin bead fluor	Mcl1-Noxa inh
CC[C@@]1(O)C(=O)OCc2c1cc1n(c2=O)Cc2cc3c(N)cccc3nc2-1	12	33
CCSc1nc(=S)cc(C)[nH]1	4	25
O=C(NC(=S)Nc1cc(Cl)ccc1O)c1cccc(Br)c1	6	-19
CC(C)C(C(=O)N1CCN(C(=O)OC(C)(C)C)CC1)n1cc(-c2cn([C@@H](C)C(=O)N3CCN(C(=O)OC(C)(C)C)CC3)nn2)nn1 (some centres undefined)	10	0
NC1=NC(c2ccc(Cl)cc2)N(c2ccc(S(N)(=O)=O)cc2)C(N)=N1 (centres undefined)	6	-7
Cc1ccc2c(c1)COc1c3ccc(C(=O)NC(C)C)cc3nn1-2	7	6
CC(C)=CCC/C(C)=C/C(N)=O	6	4
O=c1cc[nH]c2c(Cl)cccc12	6	-12
OC(c1nc2ccccc2[nH]1)C(O)C(O)C(O)c1nc2ccccc2[nH]1 (centres undefined)	7	-9
S=c1[nH]c2cc(-c3ccccc3)ccc2o1	9	10
COc1ccc(C2CC(=O)Oc3cc(O)cc(O)c32)cc1 (centres undefined)	8	21
CNC(=O)Nc1ccc(S(N)(=O)=O)cc1	26	11
Cn1cc(C(=O)N/N=C/c2cc(Br)cs2)c2ccccc21	7	-8
CC1(OC(=O)C2CCCC2)C(=O)C=C2C=C(c3ccsc3)N(CCc3ccccn3)C=C2C1=O (centres undefined)	10	32
[O-]/[N+](=C\C=C\c1ccccc1)c1ccccc1	3	12
Cc1cc(C)cc(C(=O)NC(CC(N)=O)c2ccc(NC3CCCCC3)c([N+](=O)[O-])c2)c1 (centres undefined)	9	6
Cc1oc2c(O)c(O)ccc2c(=O)c1-c1ccccc1	8	71*
COc1ccc([C@@H]2C=C(C(=O)O)O[C@H](OCCCCO)C2)cc1	9	-2
C[C@H](NC(=O)c1nc[nH]c1C(=O)NC(c1ccccc1)c1ccccc1)C(=O)OCc1ccccc1	6	-94
CC(C)=CC(O)C/C(C)=C/COc1ccc2ccc(=O)oc2c1 (centres undefined)	8	25
CCOCCc1c(O)nc(SC)[nH]c1=O	4	13
O=C(/C=C/c1cccnc1)/C=C/c1cccnc1	3	14
Cc1c(NC(=O)Nc2c(Cl)cccc2Cl)c(=O)n(-c2ccccc2)n1C	5	-4
COc1cc2ncc(C(=O)c3ccccc3)c(N3CCN(Cc4ccccc4)CC3)c2cc1OC	5	7
Cc1cc2nc(-c3ccccn3)c(-c3ccccn3)nc2cc1C	13	-13
O=c1cc(-c2ccccc2Cl)oc2c(NS(=O)(=O)c3cccs3)ccc(O)c12	7	-9
CC(NC(=O)c1ccc(Cl)c(Cl)c1)c1ccc(-c2ccccc2)cc1 (centres undefined)	8	-9
COCCCNC(=O)c1ccc2c3c(onc13)-c1ccccc1C2=O	3	55*
COc1ccc(SC[C@H](CC(C)C)N2CCN(CCc3ccccc3)CCC2=O)cc1	7	18
Cc1ccc(C(=O)Nc2cccc(C(F)(F)F)c2)cc1NC(=O)c1nccnc1N	7	11
COc1ccc2c(c1)c1ccc3c(c1n2C)C(=O)C=CC3=O	2	102*
COc1cc(OC)c2ccc(=O)oc2c1C(CCN1CCCC1)c1ccc(N(C)C)cc1 (centres undefined)	14	-5
CCCNC(=O)C1CC(c2ccc(C(F)(F)F)cc2)=NO1 (centres undefined)	10	2
CCCCCCN(C(=O)CCCCCN1C(=O)NC(c2ccc(C(C)(C)C)cc2)C(C(=O)OCc2ccccc2)=C1C)C(C(=O)NCCCC)c1ccc(OCC(=O)OC)c(C(=O)OC)c1 (centres undefined)	11	-14
Cc1cc(-c2cc(-c3ccc(Cl)cc3)on2)nc(NCC2CC2)n1	12	13
CCOC(=O)c1ccc(NC(=O)Nc2ncc(Cl)cc2Cl)cc1	8	11
CCOC(=O)c1nn(-c2ccc(Cl)cc2Cl)c(=N)c(C#N)c1C	8	-16
CCn1cc(S(=O)(=O)CC(=O)N2CCc3ccccc32)c2ccccc21	10	8
O=C1OCCC/C1=C\c1ccc2c(c1)OCO2	9	-1
O=C(O)/C=C/C(=O)Nc1nccs1	2	31
Nc1n[nH]c(=S)n1-c1ccc(Cl)cc1	5	-23
CCCCCC(=O)C(=O)c1ccc(O)cc1O	9	0
S=C(Nc1ccccc1)Nc1nccs1	4	18
O=C(Nc1ccccc1)Oc1ccc[nH]c1=O	8	2
CC1(c2nnc(Cc3ccccc3)o2)CC(c2cccc(Cl)c2)=NO1 (centres undefined)	8	1
O=C1CCN(S(=O)(=O)c2ccccc2)CCN1CCOCc1cccc(F)c1	16	21
CC(=O)Nc1ccc(SC[C@H](Cc2ccccc2)N2CCN(CC(C)C)CCC2=O)cc1	6	27
O=C(Nc1nc2ccccc2s1)Nc1ccc([N+](=O)[O-])cc1Cl	7	-3
Cc1cc(NC(=O)CSc2nc3c(c(=O)n2Cc2ccccc2)SC(C)C3)no1 (centres undefined)	8	15
COc1ccc(C2(C(=O)c3ccccc3)C(=O)c3ccccc3C2=O)cc1	6	8

Structures above shown as hits in Avidin bead fluor:
SMILES	Avidin bead fluor	Mcl1-Noxa inh
CC(C)COc1ncnc2c1sc1nc3c(cc12)COC(C)(C)C3	75*	1

A stretch from further up, for reference:
SMILES	Avidin bead fluor	Mcl1-Noxa inh
O=C(Nc1nc2ccccc2s1)Nc1ccc([N+](=O)[O-])cc1Cl	7	-3
Cc1cc(NC(=O)CSc2nc3c(c(=O)n2Cc2ccccc2)SC(C)C3)no1 (centres undefined)	8	15
COc1ccc(C2(C(=O)c3ccccc3)C(=O)c3ccccc3C2=O)cc1	6	8

New compounds follow.
SMILES	Avidin bead fluor	Mcl1-Noxa inh
O=C(O)c1cccc(-c2ccc(/C=N/n3cnc4sc5c(c4c3=O)CCCC5)o2)c1	6	9
Cc1ccc(NC(=O)Cn2c(O)c(N=NC(=O)c3cc([N+](=O)[O-])ccc3O)c3ccccc32)cc1	5	50*
CC#CC#Cc1cccc(=O)o1	7	16
CC(C)CN1CCC(=O)N([C@H](CSc2ccc(Br)cc2)Cc2ccccc2)CC1	8	7

Screening data as filed in PubChem.
